Bioassay records as filed in PubChem BioAssay.
IL2 activator – activators of IL-2 | IL-2 activation reporter assay, cell-based qHTS; stimulated with anti-CD3/CD4/CD28 beads; in transgenic mouse T cells | activation, % (series mostly up to about 46 µM) | 0.065% of 360,000 active | AID 652025; in the data active = activation above about 50%; inconclusive = mostly about 30% to 49%; also: 0% is about no effect
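EGFP and DsRed fluorescence is measured by plate cytometry in unstimulated transgenic mouse T cells exposed to compound for 60 minutes, then stimulated 18 hours at 37 degrees C with anti-CD3/anti-CD4 beads plus anti-CD28.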
ATXN viability – viability counter-screen for ATXN expression inhibitors; S2 cells (HEK-293 line with an ATXN2-luciferase reporter) viability, CellTiter-Fluor protease fluorescence, 24 h; Potency, µM (series often up to 56.7 µM), actives largely listed as cytotoxic; 0.49% of 400,000 active; also: potency is read from the fitted curve at half-maximal effect; nearly all actives have a fitted effect of over 40% in size
HepG2 tox – kills HepG2 cells in TGF-b inhibitor counter-screen | HepG2 CAGA-GFP viability, ATP luminescence, 18 h | AID 588856 | 0.76% of 410,000 active | Potency, µM (top dose mostly 46.1 µM), without a hit: at the top dose activity change, negative = cytotoxicity, hits mostly cytotoxic; also: potency is read from the fitted curve at half-maximal effect; some results filed as inactive show a strong effect at the top dose
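HepG2 CAGA-GFP cells (1000/well, DMEM with 1% FBS) received compound, then TGF-beta at 500 pg/mL final, and were incubated 18 hours at 37 degrees C. Viability was read by CellTiter-Glo luminescence. Media-only wells were set as complete cell-killing and DMSO as no toxicity.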
A549 viability – A549 cytotoxicity, counter-screen for Nrf2 inhibitors; A549 ARE-Fluc cells, CellTiter-Fluor viability, 18-24 h; Potency, µM (doses to about 46 µM), for inactives: at the top dose activity change, negative = cytotoxicity, usual class: inhibitors; 0.16% of 390,000 active; AID 504648; also: potency is read from the fitted curve at half-maximal effect; % is scaled to controls: 0 for no effect and ±100 for the full control effect
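A549 ARE_Fluc cells in 5% FBS OPTI-MEM were exposed to compounds in concentration-response for 18-24 h at 37 deg C. Viability was read by CellTiter-Fluor fluorescence (Ex 405/Em 525) after 30 min, before the luciferase read.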
Nrf2 ARE act – activates Nrf2 signaling; AREc32 ARE-luciferase reporter (MCF7-derived line), luminescence, 24 h; Potency, µM (top dose mostly 46.1 µM), inactives show top-dose activation, actives largely listed as activators; 0.31% of 410,000 active; AID 624171; also: potency is read from the fitted curve at half-maximal effect; % of control where 0% means no effect; nearly all actives have a fitted effect of over 65% in size
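AREc32 cells carrying an ARE-driven firefly luciferase, 1000 cells/well in OPTI-MEM with 5% FBS, dosed after overnight attachment and incubated 24 hr at 37 deg C. Steady-Glo luminescence read after 30 min at RT.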
EPAC2 agonist – activates human EPAC2 exchange factor; Q8WZA2; EPAC2 activation, biochemical qHTS; response scale: 100% = 6.5 mM cAMP response; Potency, µM (top dose mostly 154 µM), for inactives: top-dose activation, most hits filed as activators; 0.079% of 360,000 active; AID 720711; also: potency is read from the fitted curve at half-maximal effect; nearly all actives have a fitted effect of over 50% in size
Target sequence (Q8WZA2 whole entry, looked up): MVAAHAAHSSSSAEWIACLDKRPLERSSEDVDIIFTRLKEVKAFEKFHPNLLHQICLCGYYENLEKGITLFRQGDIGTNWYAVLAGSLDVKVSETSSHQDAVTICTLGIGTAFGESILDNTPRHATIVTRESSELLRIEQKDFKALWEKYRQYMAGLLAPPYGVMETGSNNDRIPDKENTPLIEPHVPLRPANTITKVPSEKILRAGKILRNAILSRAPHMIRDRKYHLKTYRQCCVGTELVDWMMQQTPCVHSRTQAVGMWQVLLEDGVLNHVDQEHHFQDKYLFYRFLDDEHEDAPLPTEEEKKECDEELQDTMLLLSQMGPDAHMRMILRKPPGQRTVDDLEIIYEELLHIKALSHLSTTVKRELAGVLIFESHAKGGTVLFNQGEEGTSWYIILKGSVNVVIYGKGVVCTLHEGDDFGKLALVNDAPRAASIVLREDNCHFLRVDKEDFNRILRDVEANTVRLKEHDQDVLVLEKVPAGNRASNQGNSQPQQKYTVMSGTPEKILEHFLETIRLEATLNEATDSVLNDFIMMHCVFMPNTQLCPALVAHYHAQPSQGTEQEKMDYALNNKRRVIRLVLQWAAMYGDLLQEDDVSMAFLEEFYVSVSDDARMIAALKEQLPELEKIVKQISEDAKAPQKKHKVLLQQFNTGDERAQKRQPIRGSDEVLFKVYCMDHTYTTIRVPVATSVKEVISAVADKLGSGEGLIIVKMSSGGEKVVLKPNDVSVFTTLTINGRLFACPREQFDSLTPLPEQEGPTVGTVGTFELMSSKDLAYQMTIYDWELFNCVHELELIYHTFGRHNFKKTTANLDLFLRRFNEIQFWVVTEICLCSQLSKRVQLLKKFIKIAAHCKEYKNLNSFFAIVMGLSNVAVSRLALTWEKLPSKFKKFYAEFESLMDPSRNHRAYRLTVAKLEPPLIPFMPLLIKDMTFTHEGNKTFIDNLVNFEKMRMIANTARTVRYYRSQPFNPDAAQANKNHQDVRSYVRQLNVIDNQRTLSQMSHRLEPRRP
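qHTS, titration series. 100 nM EPAC2 / 250 nM Rap1B-BODIPY-GDP / 50 uM GDP; RT; ex 480/em 540 nm, 5-min reads to 30 min. Norm. to 6.5 mM cAMP = activation.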
Nrf2 block – blocks Nrf2 signaling; A549 ARE-Fluc reporter, luciferase luminescence, 18-24 h; 2.1% of 360,000 active; Potency, µM (top dose mostly 46 µM), inactives show at the highest dose activity change, negative = inhibition, usual class: inhibitors; also: potency is read from the fitted curve at half-maximal effect; % is scaled to controls: 0 for no effect and ±100 for the full control effect; nearly all actives have a fitted effect of over 60% in size
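A549 ARE_Fluc cells (5000/well, 5% FBS OPTI-MEM) pre-incubated 2 h, then treated with compounds 18-24 h at 37C/5% CO2 in concentration-response. CellTiter-Fluor viability read first; BugLite luciferase luminescence after 15 min at room temperature gives Nrf2 activity.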
TGFb inhibitor – blocks TGF-b signaling. HepG2 CAGA-GFP TGF-b/SMAD3 reporter, GFP fluorescence, 18 h; TGF-beta stimulated, 500 pg/mL final. Potency, µM (series often up to 46.1 µM), for inactives: at the top dose activity, negative = inhibition, hits mostly inhibitors. 1.2% of 410,000 active; also: potency is read from the fitted curve at half-maximal effect; % is scaled to controls: 0 for no effect and ±100 for the full control effect; nearly all actives have a fitted effect of over 65% in size
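HEPG2 CAGA-GFP cells (1000/well, DMEM with 1% FBS) were pre-incubated 2 h at 37 degrees C, given compound by pin tool, then stimulated with TGF-beta at 500 pg/mL final for 18 h before per-cell GFP fluorescence imaging.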
ATXN2 expr inh – ATXN2 expression inhibition | Potency, µM (series often up to 57 µM), inactives show at the top dose activity change, negative = inhibition, usual class: inhibitors | 0.72% of 360,000 active | HEK-293 ATXN2-luciferase reporter, luminescence, 24 h; also: potency is read from the fitted curve at half-maximal effect; % is scaled to controls: 0 for no effect and ±100 for the full control effect; nearly all actives have a fitted effect of over 55% in size
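qHTS (up to 57 uM final) was run with 24 h compound exposure of reporter cells at 37 °C. Each well was multiplexed: SteadyGlo luminescence measured ATXN2-luciferase expression after a fluorogenic Gly-Phe-AFC viability readout (25 uM final).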
* = called active by the depositor; i = inactive; ? = inconclusive; / = not tested or not shown; & = joins results of further samples; [ ] = remark or other dose. Unless noted, calls follow the shape of the dose curve; as a rule, active = well fitted curve in the direction sought with a large enough effect; inconclusive = small, poorly fitted or top-dose-only effect, or another doubt; inactive = no such curve, though single readings can be large; an effect the other way counts as inactive or inconclusive.

SMILES	IL2 activator	ATXN viability	HepG2 tox	A549 viability	Nrf2 ARE act	EPAC2 agonist	Nrf2 block	TGFb inhibitor	ATXN2 expr inh
COc1ccc(CCNC(=O)C2CC(c3cc(C(F)(F)F)cc(C(F)(F)F)c3)=NO2)cc1 (centres undefined)	-0.1	i	6%	1%	-0.6%	-14%	-3%	-1%	1%
COC(=O)c1cccc(N(C(=O)c2cnccn2)C(C(=O)NC2CCCCC2)c2cn(C)nc2C)c1 (centres undefined)	2.4	i	8%	-6%	2.1%	5%	0%	-10%	-1%
N#C/C(=N/O)c1nc(-c2ccc(F)cc2)cs1	-0.3	i	-2%	-2%	-0.1%	13%	-23%	23%	-5%
O=[N+]([O-])c1cccc(-n2nnnc2CNCc2ccccc2)c1	2.1	i	-7%	-5%	-1.2%	10%	-82%	3%	/
CCc1nnc(NC(=O)CCC(=O)N2CCN(Cc3ccc(Cl)cc3)CC2)s1	-0.1	i	-35%	-15%	0.2%	7%	23µM*	-11%	-13%
COc1c(C)cc(C(=O)C2CCCN(C(=O)c3cccc(F)c3)C2)cc1C (centres undefined)	-1.6	i	-14%	-2%	-0.3%	-1%	?	-6%	-16%
CCOC(=O)c1c(NC(=O)CN(CC)CC)sc2c1CCN(C(=O)OCC)C2	-2.7	i	-31%	-4%[1.84 µM]	4.0%	14%	?	?	-24%
CCCN(CC(=O)Nc1ccccc1C)C(=O)C1CC(=O)N(c2ccccc2OCC)C1 (centres undefined)	-1.6	i	1%	-3%	-0.1%	15%	-1%	16%	7%
N#Cc1nc(-c2ccccc2F)oc1NCc1ccccc1	-1.2	i	-10%	12%	2.5%	5%	?	?	6%
CCc1ccc(NCc2nc3ccccc3c(=O)[nH]2)cc1	-3.5	i	-16%	17%	8.2%	0%	-2%	-1%	13%
CCCCOc1ccc(S(=O)(=O)N2CCN(c3ccc(N4CCN(CC)CC4)nn3)CC2)cc1	-3.5	i	8%	3%	0.4%	-7%	21%	-3%	4%
COc1ccc(S(=O)(=O)NCC2CCCN(Cc3cccnc3)C2)cc1 (centres undefined)	1.3	i	-11%	27%	1.2%	16%	5%	0%	-10%
Cc1cccc(-n2ncc3c2CCCC3NC(=O)CCN2Cc3ccccc3C2=O)c1C (centres undefined)	-4.3	i	5%	16%	-0.2%	2%	8%	-6%	1%
COc1ccc(C2(CCN=Cc3ccc(N(C)C)cc3)CCOC(C)(C)C2)cc1 (centres undefined)	-1.0	i	21%	0%	-0.4%	-6%	-4%	-3%	3%
COc1ccc(C2C(C(C)=O)=C(O)C(=O)N2CCCn2ccnc2)cc1 (centres undefined)	0.7	i	1%	-2%	0.3%	4%	6%	1%	-1%
O=C(Cc1cccs1)Nc1nc(-c2ccc(F)cc2F)cs1	-3.0	i	-52%	?	5.3%	7%	?	?	-7%
O=C(c1nn(Cc2ccccc2)c(=O)c2ccccc12)N1CCN(c2ccccn2)CC1	-0.2	i	-14%	-16%	-0.1%	-8%	2%	0%	-12%
COc1ccc(C(=O)Nc2nc(C)c(C(C)=O)s2)cc1S(=O)(=O)N1CCOCC1	0.8	i	-1%	1%	-0.2%	6%	-13%	2%	7%
Cn1c(NCCOc2ccccc2Cl)nc2cc(-c3ccc(F)cc3)sc2c1=O	-0.5	i	-31%	/	4.7%[9.22 µM]	6%	/	-14%	15%
CC1CCc2[nH]c3ccc(C(=O)NCC4CCCO4)cc3c2C1 (centres undefined)	3.0	i	-6%	-12%	0.6%	9%	-2%	-13%	33%[activator]
Cc1ccc(NC(=O)CSc2nnc(-c3ccco3)n2N)cc1F	-2.9	i	-3%	-6%	1.9%	-5%	2%	10%	-11%
CCC(=O)N1CCCC1(C)C(=O)Nc1ccc2scnc2c1 (centres undefined)	-0.4	i	4%	/	-0.5%	-4%	/	-6%	10%
CC1CCCC(NC(=O)COC(=O)Cc2cn3ccsc3n2)C1C (centres undefined)	-1.0	i	2%	4%	-0.2%	1%	-6%	2%	0%
CN(Cc1ccccc1F)c1cc2c(c3c1ccn3C)C1CCC2C1 (centres undefined)	-0.6	i	-6%	/	1.7%	-4%	/	-1%	0%
COc1ccc(-c2nn(C)c3sc(C(=O)NCCN(C)C)cc23)cc1OC	0.2	?	-16%&-21%	1%&-16%	3.7%&22%	8%	8%&-24%	12%&-5%	?
Cc1ccc2[nH]c3c(=O)n(CC(=O)NCCCN(C)Cc4ccccc4)ncc3c2c1	1.3	i	-5%	-1%	-1.1%	1%	-4%	-23%	/
O=C(c1cccc(C(F)(F)F)c1)C1CCCN(C(=O)CCCn2cncn2)C1 (centres undefined)	-0.9	i	0%	-4%	0.2%	20%	7%	-7%	/
CN1CCCN(C(=O)Cc2c(Cl)cccc2Cl)c2nc3ccccc3nc21	-1.4	?	-10%	-16%	-0.8%	18%	?	-15%	-22%
Cc1cc(C)n(CC(=O)N/N=C/c2ccc3c(c2)OCO3)n1	-1.2	i	12%	-6%	-0.8%	-3%	-1%	-2%	-12%[11.3 µM]
Cc1ccc(-c2[nH]c3ccccc3c2SCCNC(=O)c2ccc(S(=O)(=O)N3CCOCC3)cc2)cc1	-3.0	i	-24%&-20%	7%&10%	4.6%&5.0%	14%	?	-23%&-6%	-1%&-6%
CC1CCc2c(sc3nc(CSc4nnnn4C)[nH]c(=O)c23)C1 (centres undefined)	-2.9	i	-1%	-5%	0.7%	6%	-25%	-5%	27%
CCOc1ccc(C(=O)NCCn2cc(SCC(=O)Nc3ccc4c(c3)OCCO4)c3ccccc32)cc1	/	?	8%	-23%	7.1%	/	?	?	-16%
Cc1ccc(-n2c(SCc3cc(=O)n4ccsc4n3)nnc2-c2cccnc2)c(C)c1	-1.0	i	-2%	0%	-0.6%	4%	-2%	5%	4%
Cc1cc(C)cc(N=c2c([N+](=O)[O-])nn(-c3cccc(Cl)c3)n2O)c1	-0.2	i	-27%	-6%	4.8%	-5%	2%	-28%	-19%
COc1ccccc1-n1c(N)c(C(=O)NCC2CCCO2)c2nc3ccccc3nc21 (centres undefined)	-2.6	/	10%	?	2.6%	0%	-12%	-29%	1%
COc1ccc(Br)c(C(=O)OCC(=O)NC(=O)NC2CCCC2)c1	0.6	i	-9%	-9%	-0.2%	-1%	?	-4%	/
COc1ccccc1C(=O)NC(=O)COC(=O)c1nc2nc(C)cc(C)n2n1	-0.8	i	4%	-10%	0.2%	6%	24%	-9%	-1%
COCCn1nc2cc(C(=O)NCc3cc(C(F)(F)F)cc(C(F)(F)F)c3)ccc2c1OC	-0.6	?	-48%	1%	3.2%	-7%	?	-27%	-20%
CCOc1ccc(CCNC(=O)CN2C(=O)NC(CCSC)C2=O)cc1OCC (centres undefined)	6.0	i	1%	-9%	-0.3%	-6%	-12%	3%	3%[11.3 µM]
COc1ccc(OC)c(C2CC(=O)C(C)C(c3cc(OC)ccc3OC)N2)c1 (centres undefined)	0.3	i	4%	-6%	-0.5%	12%	10%	-4%	5%
Cc1cccc(N2C(=O)C3CCC(c4ccccc4)CC3C2=O)c1 (centres undefined)	-0.8	i	10%	2%	0.0%	5%	-26%	7%	-9%
CNc1nc(OCC(F)(F)F)nc(N2CCOCC2)n1	-0.3	?	-18%	-3%	0.3%	-2%	-8%	-4%	2%
COc1ccc(C(O)c2nc(-c3ccc(OC)c(OC)c3)cs2)cc1 (centres undefined)	-0.9	i	5%	/	5.4%	-5%	/	-1%	4%
C/C(=N\NC(=O)c1ccco1)c1ccc(-c2ccccc2)cc1	0.7	i	-10%	2%	5.4%	-1%	?	?	16%
CC(=O)N1N=C(c2ccccc2)CC1c1cn(Cc2ccccc2)c2ccccc12 (centres undefined)	-0.9	i	-24%	?	7.1%	6%	?	?	-23%
CCc1nnc(NC(=O)c2ccc(S(=O)(=O)NCC(C)C)cc2)s1	-2.7	i	-22%	-6%	-0.2%	0%	0%	-11%	20%
COc1ccc(N2CC(NC(=O)C3CC3)CC2=O)cc1 (centres undefined)	/	/	6%	1%	0.6%	/	/	6%	/
N#Cc1cc([N+](=O)[O-])ccc1NCCCn1ccnc1	-0.3	i	-12%	-8%	0.3%	6%	2%	-16%	6%
COc1ccc(-c2cc(-c3ccccc3)no2)cc1	0.0	i	-34%	1%	-0.6%	1%	?	0%	29%
COc1ccc(C)cc1NC(=O)CCS(=O)(=O)c1ccc2c(c1)oc(=O)n2C	-0.9	i	3%	-1%	0.1%	4%	-8%	-3%	-1%
Cc1cc(C)cc(NC(=O)C2CC(=O)N(c3ccccc3)C2)c1 (centres undefined)	/	i	0%	2%	4.8%	/	-12%	0%	7%
CCN(CC)c1ccc(/C=C(\C#N)C(=O)NCc2ccccc2)cc1	14	/	12%	1%	-0.4%	8%	?	16%	-19%

Fetched one by one from the entries so far (4):
SMILES	IL2 activator	ATXN viability	HepG2 tox	A549 viability	Nrf2 ARE act	EPAC2 agonist	Nrf2 block	TGFb inhibitor	ATXN2 expr inh
C/C(=N\NC(=O)c1ccco1)c1ccc(-c2ccccc2)cc1	0.7	i	-10%	2%	5.4%	-1%	?	?	16%
CCN(CC)c1ccc(/C=C(\C#N)C(=O)NCc2ccccc2)cc1	14	/	12%	1%	-0.4%	8%	?	16%	-19%
CNc1nc(OCC(F)(F)F)nc(N2CCOCC2)n1	-0.3	?	-18%	-3%	0.3%	-2%	-8%	-4%	2%
COc1ccc(-c2cc(-c3ccccc3)no2)cc1	0.0	i	-34%	1%	-0.6%	1%	?	0%	29%
